# From PubChem BioAssay
# EBV gp42 inh – blocks Epstein-Barr virus glycoprotein 42 binding; Fluorescence polarization binding assay, mP read-out; Q1HVG2; 220,000 compounds, 0.42% hits; inhibition, % (tested at 21.74 µM); in the data active = inhibition above about 50%
# Target sequence (Q1HVG2 whole entry, looked up): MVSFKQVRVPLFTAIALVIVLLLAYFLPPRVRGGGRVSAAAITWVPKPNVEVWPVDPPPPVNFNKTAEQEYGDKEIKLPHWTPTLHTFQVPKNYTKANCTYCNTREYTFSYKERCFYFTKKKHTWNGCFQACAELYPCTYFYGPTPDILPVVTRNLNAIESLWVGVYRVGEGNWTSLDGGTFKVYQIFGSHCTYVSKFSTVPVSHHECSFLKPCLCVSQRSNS
# zVAD death inh – blocks zVAD induced death of L929 cells; viability rescue, % at 10 µM; L929 zVAD necroptosis rescue, ATP luminescence, 24 h; with zVAD 60 µM; 220,000 compounds, 0.38% hits;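 active = activation, scaled between plate controls, above about 75%, limit read from the data; inactive = activation under that limit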;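 also: 0% = zVAD with DMSO and 100% = DMSO alone without zVAD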
# Hck-Nef inh – human Hck-Nef kinase inhibition; P08631; Recombinant Hck-YEEI plus Nef, Z-Lyte FRET kinase assay; inhibition, % at 20 µM; 220,000 compounds, 0.68% hits;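 active = Hck-Nef kinase inhibition above about 50%, limit read from the data; inactive = inhibition below that limit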;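 also: 0% = DMSO with Hck plus Nef and 100% = Hck alone without Nef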
# p47phox inh – blocks human p47phox regulatory protein of NADPH oxidases; P14598; p47phox/p22phox peptide binding, fluorescence polarization, 2 h; inhibition, % at 24.7 µM; 220,000 compounds, 0.53% hits;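 active = inhibition above about 30%, limit read from the data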;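 also: 0% = p47phox with labelled peptide and 100% = labelled peptide alone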
# Tb hexokinase – blocks Trypanosoma brucei hexokinase 1 activity; AID 1430; inhibition, % at 10 µM; 220,000 compounds, 0.11% hits; recombinant TbHK1, G6PDH-coupled NADH A340;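 active = inhibition of 50% or more in the single-dose primary screen; inactive = inhibition below 50%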
# Runt-SMMHC FRET – blocks binding of human RUNX1 Runt domain to CBFb-SMMHC | AID 1434 | inhibition, % at 20 µM | 220,000 compounds, 0.74% hits | Cerulean-Runt/Venus-CBFb-SMMHC FRET ratio 530/480, 1 h | Q01196+Q13951;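 active = mean inhibition across duplicate retests at 20 µM reaching about 50%, limit read from the data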;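 also: 0% = DMSO wells and 100% = wells with excess untagged CBFb-SMMHC; inhibitors lower the FRET ratio by blocking Runt binding to CBFb-SMMHC; some results filed as inactive read as strong as hits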
# MDM2 E3 inh – inhibitors of human Mdm2 E3 ubiquitin ligase. cell-based MDM2 ubiquitination luciferase reporter, 2 h; 0 = plate control, 100 = twice control, blank-subtracted. signal enhancement, % at 5 µM. 210,000 compounds, 0.11% hits;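 active = signal enhancement of 30% or more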;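 also: luminescence tracks abundance of the self-degrading MDM2-luciferase fusion protein; higher signal means inhibition of MDM2 E3 ligase activity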
# Target sequence (Q00987 whole entry, looked up, the tested form may be a part): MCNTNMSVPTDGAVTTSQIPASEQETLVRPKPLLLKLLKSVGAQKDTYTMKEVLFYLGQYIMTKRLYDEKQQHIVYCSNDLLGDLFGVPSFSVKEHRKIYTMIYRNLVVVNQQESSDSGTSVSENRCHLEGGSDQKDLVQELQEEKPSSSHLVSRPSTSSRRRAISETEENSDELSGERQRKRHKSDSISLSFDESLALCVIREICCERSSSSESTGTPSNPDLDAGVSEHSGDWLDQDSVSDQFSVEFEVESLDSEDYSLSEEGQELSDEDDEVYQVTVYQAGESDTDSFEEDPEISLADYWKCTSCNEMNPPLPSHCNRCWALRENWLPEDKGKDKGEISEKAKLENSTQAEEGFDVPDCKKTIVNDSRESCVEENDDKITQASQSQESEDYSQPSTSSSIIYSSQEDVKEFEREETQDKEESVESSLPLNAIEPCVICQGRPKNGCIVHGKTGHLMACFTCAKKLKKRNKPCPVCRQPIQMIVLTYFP
#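 Assay system: stable mammalian line carrying autodegrading MDM2–luciferase fusion reporter; Input: 2000 cells in each well; Compound dosing: single-point 5 µM; Schedule: 2 h compound exposure at 37 °C; Signal: SteadyLite luciferase luminescence after 15 min room-temperature reagent incubation; Evaluation: % luminescence enhancement versus blank-corrected plate control mean; Benchmarks: plate controls and plate blanks.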
# Runt-CBFb FRET – Runt domain-CBFb interaction inhibition; Cerulean-Runt/Venus-CBFb FRET ratio 530/480, 1 h; inhibition, % at 20 µM; 220,000 compounds, 0.46% hits;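 active = inhibition over about 50% at 20 µM in the single-dose screen, limit read from the data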;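 also: 0% = DMSO wells and 100% = excess unlabeled CBFb competitor control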
#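 Buffer or medium: Tris pH 7.5 buffer with BSA. Assay system: Cerulean-labeled Runt domain protein. Amount: each fluorescent fusion protein 100 nM. Read-out basis: loss of energy transfer signal. Incubation: 1 h compound exposure, room temperature. Probe or stimulus: Venus-CBFb binding partner, 100 nM. Detection: FRET, excitation 422 nm, emission at 530 and 480 nm.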
# 14-3-3 Bad PPI – disrupts binding of bovine 14-3-3 zeta to phospho-Bad peptide; TR-FRET 14-3-3zeta/Dy647-pBad peptide displacement, 1 h; inhibition, % at 21.7 µM; 220,000 compounds, 0.71% hits;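 active = inhibition above about 70%, limit read from the data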;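 also: 0% = full 14-3-3 plus peptide FRET controls and 100% = background without 14-3-3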
# Target sequence (P63103 whole entry, looked up): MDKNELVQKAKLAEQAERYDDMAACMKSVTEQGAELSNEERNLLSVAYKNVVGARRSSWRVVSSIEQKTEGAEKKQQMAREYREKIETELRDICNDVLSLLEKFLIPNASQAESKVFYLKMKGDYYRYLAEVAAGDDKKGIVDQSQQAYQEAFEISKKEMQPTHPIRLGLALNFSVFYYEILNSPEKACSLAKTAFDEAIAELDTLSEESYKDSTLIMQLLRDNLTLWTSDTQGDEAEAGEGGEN
# * = called active by the depositor; / = no result given; [ ] = another dose, or the depositor's remark.
SMILES,EBV gp42 inh,zVAD death inh,Hck-Nef inh,p47phox inh,Tb hexokinase,Runt-SMMHC FRET,MDM2 E3 inh,Runt-CBFb FRET,14-3-3 Bad PPI
COC(=O)[C@@]1(Cc2ccc(F)cc2)[C@H]2c3cc(C(=O)N(C)C)n(CCc4ccc(OC)c(Br)c4)c3C[C@H]2CN1C(=O)c1ccccc1,-4,-1.2,0,-51,-7,-1,/,-2,-5[fluorescence artefact?]
Fc1ccccc1N1CCN(C(c2cccs2)c2nnnn2CCc2ccccc2)CC1 (stereo not given),-6,-0.2,1,-7,5,2,-4,0,46[fluorescence artefact?]
CS(=O)(=O)N(CC(=O)NCCC1=CCCCC1)c1cccc([N+](=O)[O-])c1,7,0.2,3,-5,0,1,-12,-3,-3
CC(C)(C)OC(=O)N1CCC(c2cc(=O)n3[nH]cc(C(=O)Nc4ccc(F)c(Cl)c4)c3n2)CC1,24,1.5,-16,-61,6,-1,-16,17,1
CCOCCCNC(=O)c1cc(=O)n(Cc2cccc(C)c2)c2ccccc12,-22,-0.5,-1,-14,-11,-2,-9,-27,2
CC(C)CCC(C)NC(=O)c1ccc2nccnc2c1 (stereo not given),-19,-1.3,20,-9,-5,-5,-22,-6,4
COc1cc(/C=N/Nc2ccccn2)ccc1OCC(C)C,-2,27,-4,5,-25,-2,-20,-2,14
O=C(CSc1nc2ccccc2[nH]1)N1CCN(c2ccc(F)cc2)CC1,-25,-0.1,1,-15,4,-2,-18,0,2[fluorescence artefact?]
Cc1cccc(NC(=O)c2ccc(C3SCC(=O)N3CCc3ccccc3)cc2)c1 (stereo not given),-6,6.7,2,-25,17,0,-4,1,4[fluorescence artefact?]
Cc1cc(COc2ccccc2OCCN2CCN(C)CC2)no1,-7,-1.0,-20,-1,5,3,-4,1,56
COc1cccc(N2C(=O)N(c3ccccc3)C3CS(=O)(=O)CC32)c1 (stereo not given),-18,0.0,2,-4,-2,-1,-7,-2,24
COCCCn1c(-c2cccs2)nc2nc3ccccc3nc21,6,0.7,68*,3,-25,88*,-11,40,8
CCOc1ccc(/C=N/NC(=O)CC(=O)NCc2ccccc2)cc1,2,-0.4,23,2,2,1,6,1,-1
COC(=O)c1cc(OC)c(OC)cc1NC(=O)c1cc(-c2ccccc2)nc2ccccc12,4,1.9,22,9,-34,-4,-29,0,62
COc1ccc(CNC(=O)C2Cc3ccccc3CN2C(=O)c2ccco2)cc1 (stereo not given),-11,0.7,23,-12,0,-1,-25,0,-18
Cc1cnc(C(=O)OCC(=O)Nc2ccc(Oc3ccccc3)cc2)cn1,-25,0.1,-1,-14,-5,-6,9,1,1
CN(C)S(=O)(=O)N1CCN(c2ccc(Cl)cc2)CC1,-13,0.8,2,-6,-3,16,-1,0,-4
COCC(=O)N(Cc1ccccc1)c1ccccn1,-16,0.0,6,-4,3,1,9,0,-5
CCOC(=O)c1sc(NC(=O)CCC(=O)O)nc1C,-4,2.5,16,3,-1,-2,-13,1,-10
O=c1ncn(-c2ccccc2F)c2ncccc12,-17,0.1,1,-4,4,-4,-2,/,5
COc1cc(C(=O)OCC(=O)Nc2ccc3c(c2)OC(F)(F)O3)ccc1OCc1c(C)noc1C,11,0.1,3,-1,-1,0,-11,0,-5
CCn1c(COc2ccccc2OC)nnc1SCC#N,-18,0.0,-1,-4,17,0,10,1,-13
Cc1ccc(OCCN2CCN(C(=O)CCC(=O)Nc3nnc(CC(C)C)s3)CC2)cc1,-17,1.0,-3,-5,-12,-4,-70,0,0
O=C(NCc1ccc2c(c1)OCO2)C1CCCN1C(=O)Nc1cccc(F)c1 (stereo not given),-10,0.2,-2,-6,2,2,-16,0,-2
CCOc1cccc(NC(=O)Cn2nc(-c3ccc4c(c3)OCCO4)ccc2=O)c1,-10,/,-8,-20,3,8,2,-2,-3
CC(C)NC(=O)Cn1cc(C#N)c2cc(Br)ccc21,3,0.5,4,-4,1,-3,-8,0,12[fluorescence artefact?]
ON(Cc1c(F)cccc1Cl)Cc1c(F)cccc1Cl,-7,0.3,21,-4,-9,-1,-17,3,-5
O=C(NCc1ccco1)c1ccc2c(c1)N(Cc1ccccc1)C(=O)CS2=O (stereo not given),-6,-0.5,13,-13,-1,-3,-17,/,-3[fluorescence artefact?]
O=C(NC(=O)c1ccccc1)NC1(C(F)(F)F)OCCO1,-10,0.3,0,-6,-3,-4,-27,-2,-6[fluorescence artefact?]
Cc1ccn2c(NC3CCCC3)c(-c3ccsc3)nc2c1,8,0.3,26,-3,-8,-41,-7,-30,-12

# Structures listed so far marked active in Hck-Nef inh.
canonical_smiles	EBV gp42 inh	Hck-Nef inh	p47phox inh	Tb hexokinase	Runt-SMMHC FRET	MDM2 E3 inh	Runt-CBFb FRET	14-3-3 Bad PPI
COCCCn1c(-c2cccs2)nc2nc3ccccc3nc21	6	68*	3	-25	88*	-11	40	8

# Next part
SMILES,EBV gp42 inh,zVAD death inh,Hck-Nef inh,p47phox inh,Tb hexokinase,Runt-SMMHC FRET,MDM2 E3 inh,Runt-CBFb FRET,14-3-3 Bad PPI
COc1ccc(/C=C(/C#N)C(=O)Nc2cccc(C)c2C)cc1C(=O)O,-13,-0.3,-1,-3,-45,0,-5,0,-8
Cc1nnc(NCCN2CCOCC2)[nH]c1=O,-17,-0.4,-1,-10,6,0,-11,-1,26
c1cncc(CNc2ncn[nH]2)c1,-2,-0.3,12,-4,11,-3,-18,-1,5
COc1ccc(-c2[nH]ncc2/C=N\NC(=O)c2ccc(C(C)(C)C)cc2)cc1OC,6,1.8,5,-6,-16,3,-4,-1,-19
Cn1ncc(Cl)c1C(=O)NC1C2CC3CC(C2)CC1C3 (stereo not given),-10,-0.7,13,-1,4,1,-21,-1,20
Cc1cc2n(n1)C(c1ccsc1)Nc1ccccc1-2 (stereo not given),-5,-0.3,0,-10,5,1,-18,-1,/
Cc1c(NC(=O)c2cnn3cccnc23)c(=O)n(-c2ccccc2)n1C,6,-0.2,0,-13,-6,-4,-5,-1,-6
CCN(CC)C(=O)CSc1nc2ncccc2[nH]1,-5,-0.3,-2,-3,1,1,-16,1,3
COc1ccccc1-c1c(C(F)(F)F)oc2cc(OC(=O)c3ccc([N+](=O)[O-])cc3)ccc2c1=O,-11,0.2,-1,13,-14,-3,-17,-2,-9
Cc1cccc(C(=O)Nc2sc(C(=O)N3CCCC3)c(C)c2C#N)c1,0,0.5,2,-9,-33,2,6,4,-25
CC(C)C(=O)Nc1ccc2c(c1)nc(CCN1CCN(c3ccccc3)CC1)n2C,-16,1.5,8,-3,-8,0,-6,0,-6
CC(=O)Nc1ccc(NC(=O)c2oc3cc(C)c(C)cc3c2C)cc1,-4,1.8,-1,-14,-17,-8,-14,-2,17
CCOC(=O)C1CCCN(C(=O)Cc2c(C(=O)O)[nH]c3ccccc23)C1 (stereo not given),-4,1.4,2,0,4,-2,-20,1,1
Cc1nc2ccccc2c(=O)n1NC(=O)COc1ccccc1,-7,3.0,-5,4,1,-2,-22,1,2[fluorescence artefact?]
CS(=O)(=O)N1CCCC(C(=O)NCc2ccc(F)cc2Cl)C1 (stereo not given),-2,0.6,-18,-13,0,2,-15,0,4
O=C(O)C1C2C=CC(C2)C1C(=O)NC(c1ccccc1)c1ccccc1 (stereo not given),4,0.6,1,-9,-6,-1,-12,1,17[fluorescence artefact?]
Cc1ccc(NC(=O)Nc2ccc3c(c2)N(C)C(=O)CS3)cc1C,-7,69,-1,-23,-2,1,-16,2,-4
COc1ccc(CCNS(=O)(=O)c2ccc(OC)cc2)cc1,-12,-0.3,0,-15,0,-4,6,/,-5[fluorescence artefact?]
CCCCC(=O)Nc1nc(C)c(-c2csc(Nc3ccccc3OC)n2)s1,-6,20,0,-25,-12,2,-15,6,16
COc1cc(Cl)c(S(=O)(=O)NCCCN2CCOCC2)cc1Cl,0,-0.4,2,4,2,-4,-20,3,-5
CCCCOc1ccc(/C=c2\sc3ncnn3c2=O)cc1,-2,0.5,4,-23,-23,-1,-13,-3,-6
Cc1ccc(C(=O)Nc2nnc(NC(=S)Nc3ccccc3)s2)cc1,3,-0.7,20,/,-21,6,-5,3,-18
O=C(CN1CCN(S(=O)(=O)c2ccc(Br)cc2)CC1)N/N=C/c1ccco1,10,0.8,1,4,-5,2,-5,-2,-4

# Some of the entries so far, with two lines to a compound:
# The line under a structure holds: EBV gp42 inh, zVAD death inh, Hck-Nef inh, p47phox inh, Tb hexokinase, Runt-SMMHC FRET, MDM2 E3 inh, Runt-CBFb FRET, 14-3-3 Bad PPI
> CCOCCCNC(=O)c1cc(=O)n(Cc2cccc(C)c2)c2ccccc12
  -22, -0.5, -1, -14, -11, -2, -9, -27, 2
> CC(C)CCC(C)NC(=O)c1ccc2nccnc2c1 (stereo not given)
  -19, -1.3, 20, -9, -5, -5, -22, -6, 4
> COc1cc(/C=N/Nc2ccccn2)ccc1OCC(C)C
  -2, 27, -4, 5, -25, -2, -20, -2, 14

# Arranged by molar mass (lowest first): part of the list above
SMILES,EBV gp42 inh,zVAD death inh,Hck-Nef inh,p47phox inh,Tb hexokinase,Runt-SMMHC FRET,MDM2 E3 inh,Runt-CBFb FRET,14-3-3 Bad PPI
COc1ccc(CCNS(=O)(=O)c2ccc(OC)cc2)cc1,-12,-0.3,0,-15,0,-4,6,/,-5[fluorescence artefact?]
CC(=O)Nc1ccc(NC(=O)c2oc3cc(C)c(C)cc3c2C)cc1,-4,1.8,-1,-14,-17,-8,-14,-2,17
CS(=O)(=O)N1CCCC(C(=O)NCc2ccc(F)cc2Cl)C1 (stereo not given),-2,0.6,-18,-13,0,2,-15,0,4
CCOC(=O)C1CCCN(C(=O)Cc2c(C(=O)O)[nH]c3ccccc23)C1 (stereo not given),-4,1.4,2,0,4,-2,-20,1,1
Cc1ccc(C(=O)Nc2nnc(NC(=S)Nc3ccccc3)s2)cc1,3,-0.7,20,/,-21,6,-5,3,-18
CCCCC(=O)Nc1nc(C)c(-c2csc(Nc3ccccc3OC)n2)s1,-6,20,0,-25,-12,2,-15,6,16
O=C(CN1CCN(S(=O)(=O)c2ccc(Br)cc2)CC1)N/N=C/c1ccco1,10,0.8,1,4,-5,2,-5,-2,-4
